KCNQ2 inh: KCNQ2 potassium channel inhibitors, primary screen, cell-based, CHO-K1, FluxOR thallium flux, B-score (AID 2156); O88943; 20 min; hits give low values; B-score at 10 µM; hit rate 1.1% among 310,000;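 active means fluorescence ratio B-score at most minus 3 library SDs, with starting brightness B-score within 2 library SDs, cut at about -5.5 in these data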
CHT block: inhibits the human high affinity choline transporter. Q9GZV3. CHT-expressing cells, membrane potential dye, choline response; hits give low values. B-score at 10 µM. hit rate 0.86% among 310,000. AID 488975;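 active means B-score over 3 SD under the library average, and starting fluorescence ratio not unusually high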;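 further: choline stimulus applied at its EC90 after an EC20 pre-addition; B-score computed on integrated fluorescence ratio after choline addition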
Target sequence (Q9GZV3 whole entry, looked up): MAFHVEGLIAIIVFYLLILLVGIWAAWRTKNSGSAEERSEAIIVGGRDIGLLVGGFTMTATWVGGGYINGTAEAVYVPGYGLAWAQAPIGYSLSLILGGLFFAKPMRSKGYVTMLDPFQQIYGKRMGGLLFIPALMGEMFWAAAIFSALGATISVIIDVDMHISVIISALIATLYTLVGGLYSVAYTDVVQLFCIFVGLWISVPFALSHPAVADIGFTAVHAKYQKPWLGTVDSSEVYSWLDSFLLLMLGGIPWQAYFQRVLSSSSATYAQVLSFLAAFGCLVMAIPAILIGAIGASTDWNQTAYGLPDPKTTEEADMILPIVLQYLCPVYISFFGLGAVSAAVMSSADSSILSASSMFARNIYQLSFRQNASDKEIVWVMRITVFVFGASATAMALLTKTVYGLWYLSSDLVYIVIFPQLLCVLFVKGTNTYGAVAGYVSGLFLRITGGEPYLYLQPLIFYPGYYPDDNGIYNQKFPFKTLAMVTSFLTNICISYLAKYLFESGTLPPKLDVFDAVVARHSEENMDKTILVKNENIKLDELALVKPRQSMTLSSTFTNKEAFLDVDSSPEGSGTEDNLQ
The depositor's hits bear a star; i = inactive; · = not tested or not shown.

compound,KCNQ2 inh,CHT block
COc1ccc(OC)c2c(C)cc(N3CCN(C(=O)c4ccc(F)cc4)CC3)nc12,i,i
COc1ccccc1CNC(=O)c1ccc(OC(F)F)c(OC)c1,i,i
Cc1ccc(NCC(=O)N/N=C/c2c[nH]c3ccccc23)cc1,i,i
COc1ccccc1CNC(=S)NC1CCCCC1,i,i
CCOC(=O)c1c(C)nn(-c2ncccc2NC(=O)NC(C)C)c1C,i,i
CN(C)C(=O)C(OC(=O)c1ccc2ccccc2n1)c1ccccc1 (stereo not given),i,i
N#Cc1ccc(-c2cccnc2)nc1SCc1ccc(Cl)c(Cl)c1,i,·
CC(C)Cc1cc(C(=O)N2CCCC(CO)(Cc3ccc(F)cc3F)C2)n[nH]1 (stereo not given),i,i
CNC(=O)CSCc1c(F)cccc1Cl,i,i
CC(C)C[C@H](NC(=O)OC(C)(C)C)c1nnc(SCC(=O)Nc2ccc(Br)cc2)o1,i,i
Cc1ccc(C(c2sc3nc(C)nn3c2O)N2CCN(c3ccccc3)CC2)cc1 (stereo not given),i,i
O=C(Nc1ccccc1)c1ccc(NC2CCCCC2)c(S(=O)(=O)N2CCOCC2)c1,i,i
COc1ccc(N2C(=O)CC(NCc3cccc(F)c3)C2=O)cc1 (stereo not given),i,i
O=C(CSc1nc2ccccc2s1)NC1CCS(=O)(=O)C1 (stereo not given),i,i
c1cc2cc(-c3c(-c4ccc5c(c4)OCO5)noc3-c3ccsc3)ccc2[nH]1,i,i
CC1=CC=CN2C1=NC(=O)CC2(C)C(=O)N(CC(=O)NC1CCCC1)c1ccccc1C (stereo not given),i,i
COc1ccc(-n2c(SC3CCOC3=O)nc3ccccc3c2=O)cc1OC (stereo not given),i,i
CSc1ccc(/C=C(\C(=O)O)c2ccc(S(=O)(=O)N3CCCCC3)s2)cc1,i,i
CCC(Sc1nc(-c2ccccc2)c(-c2ccccc2)[nH]1)C(=O)O (stereo not given),i,i
CCC1CCCCN1S(=O)(=O)Cc1ccccc1Cl (stereo not given),i,i

One compound at a time, from the list above:
`COc1ccc(N2C(=O)CC(NCc3cccc(F)c3)C2=O)cc1` (stereo not given) is listed with KCNQ2 inh = i; CHT block = i
`CSc1ccc(/C=C(\C(=O)O)c2ccc(S(=O)(=O)N3CCCCC3)s2)cc1` is listed with KCNQ2 inh = i; CHT block = i

(list continues)
compound,KCNQ2 inh,CHT block
CCOC(=O)c1ccc(NC(=O)CNC(=O)c2ccco2)cc1,i,i
O=C(CSc1c[nH]c2ccccc12)N1CCOCC1,i,i
CC(C)NC(=O)CSc1nnc(COc2ccccc2Cl)o1,i,i
CCN(C(=O)CCS(=O)(=O)c1ccc(Br)cc1)c1ccc2c(c1)OCO2,·,i
CCC1Sc2ccc(S(=O)(=O)CCC(=O)NCc3cccs3)cc2NC1=O (stereo not given),i,i
CCOc1ccc2nc(NC(=O)C(NS(=O)(=O)c3cccc4nsnc34)C(C)C)sc2c1 (stereo not given),i,i
Cc1ccc(OCCNC(=O)c2ccc(NC(=O)CC3SC(N4CCCC4)=NC3=O)cc2)cc1 (stereo not given),i,i
CCN(CC)C(=O)c1ccccc1NS(=O)(=O)c1ccc(OC)c(C(=O)N2CCOCC2)c1,i,i
COC(=O)C(CCCN1C(=O)c2ccccc2C1=O)(NC(C)=O)c1nnn(C)n1 (stereo not given),i,i
CCC(C)NC(=S)NNC(=O)c1ccncc1 (stereo not given),i,i
O=C1CCCN1CCC1CCN(C2CC(=O)N(c3ccc(Cl)cc3)C2=O)CC1 (stereo not given),i,i
O=C(NC1CCCC1)C1c2ccccc2C(=O)N1CCCN1CCOCC1 (stereo not given),i,i
CCCCc1ccc(NC(=S)NCc2ccc(OC)cc2)cc1,i,i
O=C(COc1ccc(S(=O)(=O)Nc2ccccc2)cc1)NCc1ccncc1,i,i
COc1ccccc1-c1ccc(=O)n(CC(=O)NCc2cccs2)n1,i,i
COc1cccc(/C=C2\N=C(c3c(-c4ccccc4)noc3C)OC2=O)c1,i,i
CN=C1c2cc3cc(OC)ccc3n2CCN1C,i,i
O=C(Nc1ccc(Cl)cc1)OCc1cc(-c2ccccc2Cl)on1,i,i
CC1CC1C(=O)Nc1nc(-c2cccs2)c(-c2cccs2)s1 (stereo not given),i,i
Cc1ccc2nccc(C(=O)N3CCCC(Nc4ccc(F)cc4)C3)c2c1 (stereo not given),i,i
CCCCn1nc2cc(C(=O)NCCc3cccs3)ccc2c1OCC,i,-9.2*
CCC(CC)C(=O)Nc1c2c(nn1-c1ccc(OC)cc1)CS(=O)(=O)C2,i,i
COc1cc(OC)cc(C(=O)NC(=S)Nc2nc(-c3cc4ccccc4o3)cs2)c1,i,i
O=C(Cc1cccs1)NCc1ccccc1F,i,i
Cn1nc(C(=O)Nc2ccc(S(=O)(=O)N3CCCC3)cc2)ccc1=O,i,i
CC1CCCC(C)N1c1nnc(NC(=O)c2cc(-c3ccc(Br)cc3)on2)s1 (stereo not given),i,i
CCCCC(=O)N(Cc1ccc(-c2ccccc2-c2nn[nH]n2)cc1)[C@H](C(=O)O)C(C)C,i,i
O=C(O)C1C2CCC(O2)C1C(=O)NCc1ccccc1Br (stereo not given),i,i
Cc1ccc(CNC(=O)CN2C(=O)C3(OCCCO3)c3ccccc32)cc1,i,i
CCN(CC)CCN(CC(=O)N(C1CCCCC1)C1CCCCC1)C(=O)c1cccnc1,i,i
N#Cc1cc2sc3nc4ccccc4n3c2cc1C#N,i,·
CCC(C)(C)NC(=O)C(c1ccccc1F)N(Cc1ccco1)C(=O)Cn1nnc2ccccc21 (stereo not given),i,i
CC(C)(C)CC(=O)NC(=S)N1CCCCCC1,i,i
CC(C)(Oc1ccc(Cl)cc1)C(=O)N1CCN(C(=O)c2ccco2)CC1,i,i
Oc1cccc2c(NC(=S)Nc3ccc(OC(F)F)cc3)cccc12,i,i
O=C(COC(=O)c1ccc(F)cc1F)Nc1ncccn1,i,i
Cc1nc2cc(C(F)(F)F)ccc2n1C1CCN(CC(=O)N2CCOCC2)CC1,i,i
O=C(c1cccc(N2CCCC2=O)c1)N1CCN(c2ccccc2)CC1,i,i
CC(Oc1ccc(Cl)cc1Cl)C(=O)NCc1ccncc1 (stereo not given),i,i
CCN(CC)C(=O)C1=C(C)NC(=O)NC1c1ccccc1F (stereo not given),i,i
COc1ccc(S(=O)(=O)N/N=C(/C)c2ccncc2)cc1OC,i,i
Cc1cc(=O)oc2cc(OC(=O)c3ccco3)ccc12,i,·
CC(Sc1sc(=S)sc1SC(C)C(=O)O)C(=O)O (stereo not given),i,i
Cn1c(=O)n(C)c2cc(N3CCCC3)c(NC(=O)c3cccc(F)c3)cc21,i,i
CCOC(=O)c1cnc2c(CC)cccc2c1NCCCN1CCOCC1,i,i
CCN(CC)c1ccc(C=C2C(=O)OC3(CCCCC3)OC2=O)cc1,i,i
COc1cccc(N(CC(=O)N2CCc3ccccc3C2)S(C)(=O)=O)c1,i,i
COc1ccc(NS(=O)(=O)c2cccc(C(=O)NNC(=O)CNC(=O)c3ccccc3)c2)cc1,i,i
N#Cc1cnn2c1nc(N1CCOCC1)c1ccccc12,i,i
COc1ccccc1N(C(=O)c1cncc(Br)c1)c1nc(-c2ccc(C)cc2)cs1,i,i
CC(CCc1ccccc1)NC(=O)C(=O)NCCc1ccccc1 (stereo not given),i,i
O=C1c2ccccc2C(=O)N1CC(O)COCc1ccccc1 (stereo not given),i,i
COc1ccc(CN(C)CC(O)COc2ccc(-c3ccccc3)cc2)cc1OC (stereo not given),i,i
Cc1c(C(=O)O)oc2ccc3c(c12)C(O)CC(C)(C)O3 (stereo not given),i,i
O=C(CCNS(=O)(=O)c1ccccc1)N1CCC(Cc2ccccc2)CC1,i,i
Cc1ccc(C)c2[nH]c(=O)c(CCNC(=O)c3ccc(S(=O)(=O)N4CCOCC4)cc3)cc12,i,i
CC(=O)Nc1c(O)nc(SCC(=O)Nc2cccc(C)c2)[nH]c1=O,i,i
CC1CN(S(=O)(=O)c2cccc(C(=O)NCCC3=CCCCC3)c2)CC(C)O1 (stereo not given),i,i
Cc1csc(NC(=O)CSc2ccccc2F)n1,i,i
COC(=O)C1=C(C)NC(=O)CC1c1cc2c(cc1Br)OCO2 (stereo not given),i,i

Further records follow.
compound,KCNQ2 inh,CHT block
CCOC(=O)C1(Cc2cccc(OC)c2)CCCN(C(=O)CCN2CCCO2)C1 (stereo not given),i,i
O=C1c2ccccc2C(=O)N1Nc1ccc([N+](=O)[O-])cc1[N+](=O)[O-],i,i
COc1ccc(C2=C(c3ccc([N+](=O)[O-])cc3)C(=O)OC2)cc1,i,i
O=C(O)c1ccc(-n2cccc2/C=C2/SC(=O)N(CC(=O)N3CCCC3)C2=O)cc1,i,i
O=S(=O)(NCCN1CCOCC1)c1cccc(C(F)(F)F)c1,i,i
O=C(Nc1c(O)c2ccccc2[nH]c1=O)c1ccco1,i,i
CC(=O)NC(O)C(=O)c1ccco1 (stereo not given),i,i
Cc1ccc(Nc2nnns2)cc1C,i,i
O=C(NCC(c1ccc(F)cc1)N1CCOCC1)c1ccco1 (stereo not given),i,i
CCc1ccc(NC(=O)CSc2nnc(COc3ccc4c(c3)CCCC4)o2)cc1,i,i
CCC1CN(C(=O)NCc2ccc(C)cc2)c2cc(Cl)ccc2O1 (stereo not given),i,i
COc1ccc(-c2[nH]ncc2CNCc2cc(C)n(C)n2)c(F)c1,i,i
CNC(=O)c1ccc(-n2cccn2)nc1,i,i
Cc1cccc(NS(=O)(=O)c2c(C(=O)N3CCOCC3)c(C)n(C)c2C)c1C,i,i
CC(=O)Nc1ccc(SCC(=O)N(C)C2CCS(=O)(=O)C2)cc1 (stereo not given),i,i
CCn1ccnc1CN(C)Cc1nc(-c2cccc(Cl)c2)no1,i,i
COc1ccc(CN(CC(=O)NCc2ccc(F)cc2)C(=O)c2ccco2)cc1,i,i
Nc1cccc(NC(=O)CN2CCOCC2)c1,i,i
Nc1cc(=O)[nH]c(SCC(=O)N2CCN(S(=O)(=O)c3ccc4ccccc4c3)CC2)n1,i,i
CCOC(=O)C1(P(=O)(c2ccccc2)c2ccccc2)CCC1,i,i

Shown as labelled records: four of the compounds above.
> COc1ccc(C2=C(c3ccc([N+](=O)[O-])cc3)C(=O)OC2)cc1
  KCNQ2 inh: i
  CHT block: i
> CCOC(=O)C1(P(=O)(c2ccccc2)c2ccccc2)CCC1
  KCNQ2 inh: i
  CHT block: i
> COc1ccc(CN(CC(=O)NCc2ccc(F)cc2)C(=O)c2ccco2)cc1
  KCNQ2 inh: i
  CHT block: i
> Nc1cc(=O)[nH]c(SCC(=O)N2CCN(S(=O)(=O)c3ccc4ccccc4c3)CC2)n1
  KCNQ2 inh: i
  CHT block: i

Continuation.
compound,KCNQ2 inh,CHT block
COc1ccc(-c2oc3ncn(Cc4ccco4)c(=N)c3c2-c2ccc(OC)cc2)cc1,i,i
COC(=O)c1ccc(NC(=O)C2CCCN(S(=O)(=O)c3cnc[nH]3)C2)cc1 (stereo not given),i,i
COc1cc2c(cc1NC(=O)COC(=O)[C@@H](NC(=O)c1ccccc1)C(C)C)oc1ccccc12,i,i
Cc1ccc(Cl)cc1N1CCN(C(=O)c2ccc3nc[nH]c3c2)CC1,i,i
Cn1c(C(=O)N2CCCC(C(=O)c3ccc(C(F)(F)F)cc3)C2)cc(=O)n(C)c1=O (stereo not given),i,i
O=C(NCc1ccc(F)cc1)C1CCC(=O)N1C1CCCCC1 (stereo not given),i,i
COc1ccc(N2CCN(C(=O)CSc3ncccc3-c3nc4ccccc4[nH]3)CC2)cc1,i,i
ClC1(Cl)CC1Cn1cnc2ccccc21 (stereo not given),i,i
O=C(CCC1CCCNC1)c1ccccc1 (stereo not given),i,i
CC(=O)NC(CCS(C)(=O)=O)C(=O)Nc1cccc(C)c1C (stereo not given),i,i
COc1ccc(C2(O)CCN(CC(=O)Nc3nc(-c4ccccc4)cs3)CC2)cc1,i,i
Cc1ccc(C(=O)NC2CC(=O)N(c3ccc4c(c3)OCCO4)C2)cc1[N+](=O)[O-] (stereo not given),i,i
COc1ccc(-c2cc(C#N)nc(Cl)n2)cc1,i,i
COC(=O)COc1nsnc1N1CCOCC1,i,i
O=C(Nc1cccnc1)c1ccc(F)c(S(=O)(=O)N2CCOCC2)c1,i,i
Cc1ccc(Oc2nc3ccccn3c(=O)c2/C=C(\C#N)C(=O)NC2CCS(=O)(=O)C2)c(C)c1 (stereo not given),i,i
CC1=NN(c2ccccc2)C(=O)/C1=C/c1c(O)n(-c2ccc(F)cc2)[nH]c1=O,i,-5.9*
CN(C)S(=O)(=O)c1cccc(NC(=O)CNCC2CCCCC2)c1,i,i
CC(Sc1nnc(C(C)N(C)C)n1-c1ccc(Cl)cc1)C(=O)Nc1ccc2c(c1)OCO2 (stereo not given),i,i
CC1=C(C(=O)OC(C)(C)C)C(c2cccc3ccccc23)NC(=O)N1 (stereo not given),i,i
COc1cc(C(=O)N(Cc2ccc(F)cc2)C2CCS(=O)(=O)C2)cc(OC)c1OC (stereo not given),i,i

Assay outcomes from PubChem BioAssay.
